# Assay outcomes from PubChem BioAssay.
# TrxR1 inh: rat TrxR1 inhibition. O89049. Potency, µM (highest dose often 114 µM), for the others: top-dose activity change, negative = inhibition, most hits filed as inhibitors. actives 1% (n = 390,000). recombinant rTrxR1, NADPH fluorescence consumption, selenite substrate; also: potency is read from the fitted curve at half-maximal effect; % is scaled to controls: 0 for no effect and ±100 for the full control effect; nearly all actives have a fitted effect of over 65% in size
#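 Rat TrxR1 (90 nM in the dispensed reagent) was pre-reduced with 400 uM NADPH for 5 min at room temperature, then incubated with compound for 15 min. After 400 uM selenite was added, NADPH fluorescence (Ex 340/Em 450 nm) was followed for 8 min.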
# USP1-UAF1 inh: blocks the human USP1/UAF1 deubiquitinase complex; actives 0.23% (n = 390,000); O94782; recombinant USP1/UAF1, Ub-Rhodamine cleavage fluorescence; Potency, µM (top dose mostly 57.1 µM), without a hit: at the top dose activity change, negative = inhibition, most hits filed as inhibitors; also: potency is read from the fitted curve at half-maximal effect; % is scaled to controls: 0 for no effect and ±100 for the full control effect; nearly all actives have a fitted effect of over 60% in size; inactives centre near -12
#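 USP1/UAF1 complex at 1 nM was preincubated with compound for 15 min at room temperature, then Ub-Rho substrate (150nM final) was added. Fluorescence (480/540 nm) was read kinetically, 6 reads every 60 seconds.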
# TRHR agonist: activates the human TRH receptor; activation, % at 2 µM; P34981; actives 0.18% (n = 360,000); TRHR cells, calcium flux fluo-8, FDSS agonist mode; in the data active = activation above about 30%; also: 0% is about no effect
#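 Read-out: compound-evoked intracellular calcium rise in TRHR cells, fluo-8 dye, kinetic FDSS fluorescence at 1 s/cycle following a 10-cycle baseline. Cells cultured overnight before dye loading (30 min–1.5 h, RT).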
# TrxR1 substrate: is turned over as a substrate by rat TrxR1 | actives 0.01% (n = 390,000) | purified TrxR1 substrate turnover, NADPH consumption readout | Potency, µM (series often up to 114 µM), for inactives: at the highest dose activity change, negative = substrate turnover | O89049; also: potency is read from the fitted curve at half-maximal effect; % is scaled to controls: 0 for no effect and ±100 for the full control effect; nearly all actives have a fitted effect of over 50% in size
#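 Rat TrxR1, dispensed at 90 nM, was prereduced with 400 uM NADPH (final) for 5 min at ~22 deg C, then incubated with compound 15 min before 400 uM selenite. A first-read NADPH fluorescence drop versus no-compound background flagged substrates.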
# PI4K2A inh: PI4K2A (human) kinase inhibition | activity change, negative = inhibition, % at 76.9 µM | AID 1346378 | purified PI4K2A, ADP-Glo luminescence, 1 h; stronger effect = lower value | actives 0.13% (n = 420,000) | Q9BTU6; in the data active = activity change below about -50%; inconclusive = mostly about -30% to -49%;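 also: -100% = wells without enzyme as full effect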
# Target sequence (Q9BTU6 whole entry, looked up): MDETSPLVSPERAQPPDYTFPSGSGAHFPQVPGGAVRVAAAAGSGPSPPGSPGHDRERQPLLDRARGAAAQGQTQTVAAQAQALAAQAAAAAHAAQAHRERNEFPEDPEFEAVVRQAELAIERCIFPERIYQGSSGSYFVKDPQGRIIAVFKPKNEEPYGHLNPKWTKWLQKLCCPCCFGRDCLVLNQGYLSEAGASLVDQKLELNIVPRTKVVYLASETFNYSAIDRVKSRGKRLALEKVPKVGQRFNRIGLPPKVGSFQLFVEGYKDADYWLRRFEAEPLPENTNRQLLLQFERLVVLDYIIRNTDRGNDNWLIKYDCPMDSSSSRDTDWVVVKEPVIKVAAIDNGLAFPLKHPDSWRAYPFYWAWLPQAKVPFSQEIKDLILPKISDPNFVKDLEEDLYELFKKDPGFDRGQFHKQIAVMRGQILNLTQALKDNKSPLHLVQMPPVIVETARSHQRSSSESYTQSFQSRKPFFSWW
#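 PI4K2A activity was measured by ADP-Glo luminescence: enzyme (4 ug/mL stock) and phosphatidylinositol (1.2 mM stock) in Tris pH 7.5/MgCl2/EGTA/Triton X-100 buffer were reacted with ATP (300 microM stock) for one hour at ambient temperature.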
# D2 antagonist: antagonizes the human D2 dopamine receptor; P14416; HEK293 TREx D2 cells, calcium flux, dopamine EC80; inhibition, % at 10 µM; actives 2% (n = 340,000); in the data active = inhibition above about 30%; also: 0% is about no effect
#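 Tetracycline-induced HEK293 T-REx cells expressing D2 force-coupled to calcium signalling were dye-loaded, exposed to compound for 180 s, then challenged with an EC80 of dopamine; calcium flux was followed kinetically for a further 180 s.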
# TRHR PAM: TRH receptor (human) allosteric enhancement; enhancement, % at 2 µM; TRHR cells, fluo-8 calcium fluorescence, EC20 TRH enhancement; AID 493056; actives 0.66% (n = 360,000); in the data active = enhancement above about 30%; also: 0% is about no effect
#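 TRHR-expressing cells loaded with fluo-8 calcium dye were read kinetically (ex 480/em 530) during compound addition, then stimulated with an EC20 of TRH (10 nM final). Enhancement of the Gq-mediated intracellular calcium response was scored.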
# mIDH1 inhibitor: inhibitors of human mutant IDH1 R132H | O75874 | IDH1-R132H enzyme, NADPH consumption, diaphorase/resazurin fluorescence | Potency, µM (highest dose often 76.6 µM), for the others: at the highest dose activity change, negative = inhibition, actives largely listed as inhibitors | actives 0.093% (n = 390,000) | AID 602179; also: potency is read from the fitted curve at half-maximal effect; % is scaled to controls: 0 for no effect and ±100 for the full control effect; nearly all actives have a fitted effect of over 65% in size
# Target sequence (O75874 whole entry R132H, stated change not applied): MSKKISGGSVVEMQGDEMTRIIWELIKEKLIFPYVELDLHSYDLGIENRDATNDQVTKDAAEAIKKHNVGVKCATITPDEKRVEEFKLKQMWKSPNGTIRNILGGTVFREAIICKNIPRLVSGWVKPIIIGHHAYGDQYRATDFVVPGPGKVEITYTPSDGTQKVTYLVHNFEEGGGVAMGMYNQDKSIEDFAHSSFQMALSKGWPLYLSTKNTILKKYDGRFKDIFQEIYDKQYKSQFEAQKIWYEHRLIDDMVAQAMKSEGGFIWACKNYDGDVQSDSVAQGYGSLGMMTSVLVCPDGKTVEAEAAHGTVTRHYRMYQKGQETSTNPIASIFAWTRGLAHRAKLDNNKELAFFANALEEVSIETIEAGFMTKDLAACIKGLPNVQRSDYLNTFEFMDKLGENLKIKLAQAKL
#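 IDH1-R132H (0.5 ug/mL) preincubated 30 min with compound, then NADPH (0.016 mM) and alpha-KG (2 mM) added; 80 min at RT, pH 7.5. Remaining NADPH coupled via diaphorase/resazurin to fluorescence (540/590 nm); concentration-response curves normalized to no-enzyme control.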
# D2 agonist: agonists of human D2 dopamine receptor; HEK293 T-REx D2 cells, calcium flux agonist mode; activation, % at 2 µM; actives 0.53% (n = 340,000); AID 485358;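 active = activation over 3 SD above normal in the single-dose calcium agonist read, cut at about 30% in these data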; also: 0% is about no effect
#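 Tetracycline-induced HEK293 T-REx cells with force-coupled D2 receptor, plated overnight at 30 C, loaded with no-wash calcium dye. After a 10 s baseline, compound was pin-added and calcium flux read kinetically for 180 s; calcium rises flagged agonists.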
# * hit, by the source's call; ? = inconclusive; . = no result given; [ ] = remark or other dose. Unless noted, calls follow the shape of the dose curve; as a rule, active = well fitted inhibition curve with a large enough effect; inconclusive = small, poorly fitted or top-dose-only effect; inactive = no such curve, though single readings can be large or run the other way.
canonical_smiles,TrxR1 inh,USP1-UAF1 inh,TRHR agonist,TrxR1 substrate,PI4K2A inh,D2 antagonist,TRHR PAM,mIDH1 inhibitor,D2 agonist
COc1ccc(C(=O)Nc2cccc(S(=O)(=O)NC3=NCCC3)c2)cc1OC,14%,-14%,.,-5%,-1,.,.,-10%,.
COc1ccc(CCNC(=O)C(C(=O)c2ccccc2)n2ccccc2=O)cc1OC (stereo not given),-10%,-14%,-0.1,-10%,2,5,-4,4%,1.1
C=CCc1cc(Cl)ccc1OCCCNC(C)C,13%[57.1 µM],-3%,-0.1,2%[57.1 µM],-6,28,2,4%,0.6
O=S(=O)(Nc1nc2ccccc2nc1N1CCc2ccccc2C1)c1ccc(Cl)cc1,6%,-4%,0.4,9%,-2,9,-8,-3%,-0.6
CCCn1c(/N=C/c2c[nH]c3ccccc23)nc2ccccc21,20%,-3%,-0.1,6%[57.1 µM],2,15,-4,7%,-0.9
CC(C)CN(C(=O)COc1ccc(-c2nnco2)cc1)C1CCS(=O)(=O)C1 (stereo not given),-13%,-9%,0.8,-6%,4,3,-3,10%,0.6
CNC(=O)c1ccsc1NC(=O)CCS(=O)(=O)c1ccccc1,12%,-22%,0.0,8%[57.1 µM],2,-4,2,1%,3.4
COc1ccc(-n2nc(C#N)c(Cl)cc2=O)cc1,6.3µM*,-15%,-0.2,0%,20,-19,-9,3%,-0.5

canonical_smiles,TrxR1 inh,USP1-UAF1 inh,TRHR agonist,TrxR1 substrate,PI4K2A inh,D2 antagonist,TRHR PAM,mIDH1 inhibitor,D2 agonist
CC(=O)Nc1ccc(NS(=O)(=O)c2ccc3c(c2)NC(=O)CC(=O)N3)cc1,6%,-8%,0.5,4%,4,-20,9,0%,0.4
COc1ccc(C(=O)NCC(C)C)c(OC)c1,3%,-1%,-0.5,-3%,7,-6,3,3%,0.9
COc1cc(C(=O)NCC(c2ccco2)N2CCOCC2)cc(OC)c1OC (stereo not given),3%,-3%,0.6,-2%,7,3,-1,11%,-0.7
CCn1cc2c(n1)-c1c(oc(C(=O)Nc3ccc(Br)cc3F)c1C)CC2,10%,?,-0.2,-6%,-10,.,1,-9%,-1.1
O=C(NCc1cccs1)C1CCCN(S(=O)(=O)c2ccc(Br)s2)C1 (stereo not given),-2%[57.1 µM],-9%,0.3,-13%,-2,23,-6,2%,1.1
Cc1cc(C)n2nc(C(=O)OC(C)C(=O)c3cc(C)c(C)cc3C)nc2n1 (stereo not given),6%,4%,-0.2,0%,3,-9,5,-5%,0.5
O=C(CN1C(=O)C(c2ccc(F)cc2)=NC12CCCCCC2)Nc1ccccc1Cl,14%,-27%,-1.3,1%,0,.,-1,-7%,-1.2
C=CCn1c(CCn2c3ccccc3c3ccccc32)n[nH]c1=S,-17%,-12%,0.7,-4%,0,-5,0,0%,0.1

# Compound profiles, from the list above:
# Profile of O=C(CN1C(=O)C(c2ccc(F)cc2)=NC12CCCCCC2)Nc1ccccc1Cl → TrxR1 inh = 14%; USP1-UAF1 inh = -27%; TRHR agonist = -1.3; TrxR1 substrate = 1%; PI4K2A inh = 0; D2 antagonist = .; TRHR PAM = -1; mIDH1 inhibitor = -7%; D2 agonist = -1.2
# Profile of COc1cc(C(=O)NCC(c2ccco2)N2CCOCC2)cc(OC)c1OC (stereo not given) → TrxR1 inh = 3%; USP1-UAF1 inh = -3%; TRHR agonist = 0.6; TrxR1 substrate = -2%; PI4K2A inh = 7; D2 antagonist = 3; TRHR PAM = -1; mIDH1 inhibitor = 11%; D2 agonist = -0.7

# (further entries)
canonical_smiles,TrxR1 inh,USP1-UAF1 inh,TRHR agonist,TrxR1 substrate,PI4K2A inh,D2 antagonist,TRHR PAM,mIDH1 inhibitor,D2 agonist
O=S(=O)(NC1CC2CCC1C2)c1ccc(Cl)cc1 (stereo not given),10%,0%,-1.0,-4%,0,3,-1,3%,-1.0
O=C(COc1ccc2ccc(=O)oc2c1)N1CCN(c2ccc(F)cc2)CC1,5%,-12%,-0.9,4%,2,19,-5,-9%,0.0
CCN(CC)CCCNC(=O)c1c(O)c2c([nH]c1=O)CCCC2,25%,-2%,0.0,7%,2,0,-1,7%,-0.7
CC/C=C/C(=O)N1CC2(CC(c3cccc(NC(=O)CC(c4ccccc4)c4ccccc4)c3)=NO2)C[C@@H]1C(N)=O (stereo not given in full),0%[57.1 µM],-13%,0.5,8%[57.1 µM],-5,9,3,16%,0.0
Cc1ccc(CSCC(=O)NCc2ccc3c(c2)OCO3)cc1,21%[57.1 µM],-6%,-0.1,3%[57.1 µM],3,-8,0,5%,-0.7
COc1cc2c(cc1OC)C(c1cccc(F)c1)CC(=O)N2 (stereo not given),17%,-10%,0.2,-5%,2,6,1,0%,0.5
COCC(=O)OCC(=O)Nc1cc(C(C)(C)C)nn1-c1ccccc1,2%,-27%,0.6,-6%,-3,-4,2,7%,0.6
O=C(O)c1ccc2c(c1)C1C=CCC1C(c1cc3c(cc1Br)OCO3)N2 (stereo not given),-3%,-20%,2.9,2%,0,4,0,6%,0.8

canonical_smiles,TrxR1 inh,USP1-UAF1 inh,TRHR agonist,TrxR1 substrate,PI4K2A inh,D2 antagonist,TRHR PAM,mIDH1 inhibitor,D2 agonist
COc1cc(NC(=O)c2cccs2)c(C(=O)OCC(=O)NC(=O)NC(C)(C)C)cc1OC,16%,-9%,0.2,16%,2,.,16,5%,.
Cc1cc2oc(=O)cc(Cn3ccnc3)c2cc1O,13%,-14%,0.2,-4%,2,7,8,1%,-0.1
COc1ccc(C(=O)n2cc(C(C)=O)c3ccccc32)cc1,9%,-16%,-0.8,-10%,5,-2,9,-7%,1.0
CCCCSc1nc(N)c(NC(=O)c2ccco2)c(=O)[nH]1,-6%[57.1 µM],-16%,0.2,-1%[57.1 µM],-1,-2,1,-15%,0.0
O=C(CCl)N1CCN(C(=O)C2COc3ccccc3O2)CC1 (stereo not given),28µM*,-6%,.,5%,9,.,.,-1%,.
COc1cccc(/C=N/N2CCN(c3ccncc3S(=O)(=O)N3CCCCC3)CC2)c1,1%,-15%,0.0,-10%,1,-9,-1,6%,3.5
O=C(Nc1ccc(OC(F)(F)F)cc1)c1cc2ccccn2n1,16%[57.1 µM],-6%,0.2,1%[57.1 µM],-3,.,5,12%,0.5
O=C(O)CCn1c(SCc2ccccc2)nc2ccccc21,12%,-6%,-0.3,10%,2,-1,14,7%,0.2

# Arranged by the number under TrxR1 inh (rising): 4 of the compounds above.
structure	TrxR1 inh
COc1ccc(C(=O)n2cc(C(C)=O)c3ccccc32)cc1	9%
O=C(O)CCn1c(SCc2ccccc2)nc2ccccc21	12%
Cc1cc2oc(=O)cc(Cn3ccnc3)c2cc1O	13%
COc1cc(NC(=O)c2cccs2)c(C(=O)OCC(=O)NC(=O)NC(C)(C)C)cc1OC	16%

# Going on with the list.
canonical_smiles,TrxR1 inh,USP1-UAF1 inh,TRHR agonist,TrxR1 substrate,PI4K2A inh,D2 antagonist,TRHR PAM,mIDH1 inhibitor,D2 agonist
Cc1nnc(NC(=O)CSc2nnc(-c3ccoc3C)n2CC(C)C)s1,3%,-20%,-1.4,3%,2,-1,1,0%,1.1
S=C(Nc1ccccc1)N1CCn2cccc2C1c1cccnc1 (stereo not given),-12%,-21%,0.9,-3%,-4,-15,-4,-2%,0.7
COc1ccc(N2CCN(c3oc(/C=C/c4cccc(OC)c4)nc3C#N)CC2)cc1,12%,3%,0.1,4%,0,.,16,5%,0.8
COc1ccc(N(C)C(=O)c2nc(-c3cccc(F)c3)n3c2CCCCC3)c(OC)c1,-6%,-10%,0.3,-3%,-3,.,-8,8%,1.0
COc1cc(C(=S)N2CCOCC2)cc(OC)c1OC(=O)Cc1ccc(F)cc1,3%[57.1 µM],-19%,0.0,7%[57.1 µM],-2,.,3,0%,.
O=C(Nc1cccc(F)c1)C1CCCCC1,13%,-27%,-0.8,3%,-1,.,8,9%,.
COC(=O)CNc1c(-c2ccccn2)nc2ccc(Br)cn12,-18%,-18%,-0.7,-8%,-20,-4,-2,8%,1.7
O=C(COc1ccc(F)cc1Br)NCc1nnc2ccccn12,1%,-18%,.,-3%,-3,.,.,3%,.

canonical_smiles,TrxR1 inh,USP1-UAF1 inh,TRHR agonist,TrxR1 substrate,PI4K2A inh,D2 antagonist,TRHR PAM,mIDH1 inhibitor,D2 agonist
O=C(CCN1C(=O)C2C3C=CC(C3)C2C1=O)NCCc1ccccc1Cl (stereo not given),-1%,-4%,0.4,-3%,-7,12,4,2%,-0.3
CCOC(=O)C=C1CCN(c2ncc(C(F)(F)F)cc2Cl)CC1,6%,-6%,-0.1,1%,4,-18,0,12%,-0.1
CC/C(=N\NC(=O)COc1ccc(Br)cc1)c1ccc(OC)c(OC)c1,14%[57.1 µM],-25%,0.2,8%[57.1 µM],-3,.,-1,7%,.
Cc1ccc(SCC(=O)Nc2ccc(N3CCOCC3)cc2)cc1,21%,-11%,-0.4,-5%,1,0,0,7%,-0.3
c1c2c(cc3sc(N4CCOCC4)nc13)OCO2,-11%[57.1 µM],-7%,-1.7,0%[57.1 µM],-28,-15,-2,-4%,-1.0
COc1ccccc1N1C(=O)c2cccc3c(C(=O)O)ccc(c23)C1=O,12%,-9%,0.3,2%,-4,4,3,-3%,0.9
CC(=O)N1CCc2cc(S(=O)(=O)NC(CC(C)C)C(=O)NCCc3ccc(C)cc3)ccc21 (stereo not given),5%,-24%,-0.4,-2%,3,.,-6,4%,-0.2
COc1ccc(NC(=O)CNC(=O)Cn2cnc3sc(C)c(C)c3c2=O)cc1OC,17%,-22%,0.3,6%,1,30,-3,1%,0.8
COc1ccc(S(=O)(=O)N2CN(CCc3ccc(OC)c(OC)c3)c3nc4ccccc4nc32)cc1,-12%,-12%,-1.7,-5%,0,-1,-2,3%,0.6

# No enrichment for hits; overall some 3.9% were active at least once.
